Mm-Cpn inhibitor: Inhibitors of TCP-1 ring complex (TRiC) of Methanococcus maripaludis (MmCpn): qHTS; purified Mm-Cpn ATPase, ADP Transcreener TR-FRET; 0.031% of 330,000 active; AID 504842, 2011; Potency, µM (series often up to 76.9 µM), for the others: at the top dose activity, negative = inhibition, most hits filed as inhibitors; note: potency is the fitted concentration of half-maximal effect; % is set by controls: 0 for no effect and ±100 for the full control effect; nearly all actives have a fitted effect of over 80% in size
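Eu-cryptate anti-ADP/ADP-d2 competition gives a ratio inversely related to ADP. Enzyme at 25 nM was pre-exposed to compound for 10 min, then given 10 uM ATP for 30 min, 37°C throughout.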
TGFb SMAD3 inh: qHTS for Inhibitors of TGF-b | HepG2 CAGA-GFP TGF-b/SMAD3 reporter, GFP fluorescence, 18 h; TGF-beta stimulated, 500 pg/mL final | Potency, µM (series often up to 46.1 µM), without a hit: at the highest dose activity, negative = inhibition, most hits filed as inhibitors | 1.2% of 410,000 active | AID 588855, 2011; note: potency is the fitted concentration of half-maximal effect; % is set by controls: 0 for no effect and ±100 for the full control effect; nearly all actives have a fitted effect of over 65% in size
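HEPG2 CAGA-GFP cells (1000/well, DMEM with 1% FBS) were pre-incubated 2 h at 37 degrees C, given compound by pin tool, then stimulated with TGF-beta at 500 pg/mL final for 18 h before per-cell GFP fluorescence imaging.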
A549 tox: Nrf2 qHTS screen for inhibitors: counterscreen for cytotoxicity; A549 ARE-Fluc cells, CellTiter-Fluor viability, 18-24 h; Potency, µM (titrated, usually from 46 µM), without a hit: top-dose activity change, negative = cytotoxicity, actives largely listed as inhibitors; 0.16% of 390,000 active; AID 504648, 2011; note: potency is the fitted concentration of half-maximal effect; % is set by controls: 0 for no effect and ±100 for the full control effect
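Cytotoxicity counterscreen: CellTiter-Fluor fluorescence was measured in A549 ARE_Fluc cells after 18-24 h of compound exposure in a concentration series. The subsequent BugLite luminescent read reports ARE-luciferase activity.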
Nrf2 block: Nrf2 qHTS screen for inhibitors; A549 ARE-Fluc reporter, luciferase luminescence, 18-24 h; Potency, µM (series often up to 46 µM), inactives show at the highest dose activity change, negative = inhibition, most hits filed as inhibitors; 2.1% of 360,000 active; note: potency is the fitted concentration of half-maximal effect; % is set by controls: 0 for no effect and ±100 for the full control effect; nearly all actives have a fitted effect of over 60% in size
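Nrf2 activity is the BugLite luminescence, read 15 min after reagent at room temperature, following CellTiter-Fluor cytotoxicity readout (30 min, 37C). Compound titrations were applied for 18-24 h to 5000 A549 ARE_Fluc cells/well in 5% FBS OPTI-MEM.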
Akt phos inh: HTS Assay for Inhibitors of Akt Phophorylation: Primary Screen; Neuro2A IGF-stimulated pAkt S473 HTRF, 20 min; stronger effect = lower value; 0.32% of 360,000 active; activity change, % for hits at 50 µM; AID 651550, 2012; in the data active = activity change below about -80%; inconclusive = mostly about -51% to -80%; note: % is set by controls: 0 for no effect and ±100 for the full control effect
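Neuro2A cells in DMEM with 0.5% FBS, overnight at 37 deg C, given compound at single 50 µM final, then IGF (6 nM final) for 20 min at 37 deg C. Lysed; phospho-Akt Ser473 by HTRF after 24 h, 665/615 ratio.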
EPAC2 antag: qHTS for Antagonist of cAMP-regulated guanine nucleotide exchange factor 2 (EPAC2): primary screen. Potency, µM (series often up to 114 µM), inactives show top-dose activity, negative = inhibition, most hits filed as inhibitors. Rap guanine nucleotide exchange factor 4 (Homo sapiens), Q8WZA2. EPAC2 GEF exchange of Rap1B-BODIPY-GDP, fluorescence. 0.18% of 360,000 active; note: potency is the fitted concentration of half-maximal effect; % is set by controls: 0 for no effect and ±100 for the full control effect; nearly all actives have a fitted effect of over 45% in size; many of its hits are not listed in these tables
Target sequence (Q8WZA2 whole entry, looked up): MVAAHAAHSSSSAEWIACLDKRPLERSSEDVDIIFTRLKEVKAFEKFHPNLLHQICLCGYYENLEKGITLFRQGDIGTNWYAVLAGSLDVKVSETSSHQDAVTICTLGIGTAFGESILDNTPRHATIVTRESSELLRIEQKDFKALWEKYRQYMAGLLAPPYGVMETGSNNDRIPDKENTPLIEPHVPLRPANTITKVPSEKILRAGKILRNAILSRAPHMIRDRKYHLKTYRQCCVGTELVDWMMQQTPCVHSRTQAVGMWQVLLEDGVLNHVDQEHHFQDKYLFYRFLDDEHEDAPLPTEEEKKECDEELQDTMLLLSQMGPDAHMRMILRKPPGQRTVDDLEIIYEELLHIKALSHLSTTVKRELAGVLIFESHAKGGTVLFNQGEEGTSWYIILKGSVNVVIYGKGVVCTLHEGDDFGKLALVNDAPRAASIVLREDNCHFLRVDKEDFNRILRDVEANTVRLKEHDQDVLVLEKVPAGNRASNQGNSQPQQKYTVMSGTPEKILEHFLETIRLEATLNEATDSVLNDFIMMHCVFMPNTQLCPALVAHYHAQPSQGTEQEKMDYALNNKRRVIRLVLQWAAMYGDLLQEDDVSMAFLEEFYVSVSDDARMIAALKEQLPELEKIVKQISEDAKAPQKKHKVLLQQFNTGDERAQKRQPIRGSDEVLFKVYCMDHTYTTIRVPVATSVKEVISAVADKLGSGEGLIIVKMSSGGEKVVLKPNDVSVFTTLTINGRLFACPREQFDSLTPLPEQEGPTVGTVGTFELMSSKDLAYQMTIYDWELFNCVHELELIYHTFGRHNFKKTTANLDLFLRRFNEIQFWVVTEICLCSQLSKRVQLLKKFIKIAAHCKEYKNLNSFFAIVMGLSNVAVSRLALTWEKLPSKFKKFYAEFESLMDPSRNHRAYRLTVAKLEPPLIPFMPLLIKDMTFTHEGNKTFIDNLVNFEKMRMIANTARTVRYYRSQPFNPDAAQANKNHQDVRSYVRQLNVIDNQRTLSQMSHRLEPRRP
EPAC2 ag: qHTS for Agonist of cAMP-regulated guanine nucleotide exchange factor 4 (EPAC2): primary screen | EPAC2 activation, biochemical qHTS; response scale: 100% = 6.5 mM cAMP response | Potency, µM (highest dose often 154 µM), inactives show top-dose activation, usual class: activators | 0.079% of 360,000 active; note: potency is the fitted concentration of half-maximal effect; nearly all actives have a fitted effect of over 50% in size
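Readout is BODIPY fluorescence (480 nm excitation, 540 nm emission), which falls as labeled GDP is exchanged off Rap1B. EPAC2 at 100 nM acted on 250 nM RAP1B-BODIPY-GDP with 50 uM GDP present.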
Nrf2 activator: qHTS of Nrf2 Activators; AREc32 ARE-luciferase reporter (MCF7-derived line), luminescence, 24 h; Potency, µM (top dose mostly 46.1 µM), without a hit: top-dose activation, usual class: activators; 0.31% of 410,000 active; note: potency is the fitted concentration of half-maximal effect; % of control where 0% means no effect; nearly all actives have a fitted effect of over 65% in size
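Cells of the AREc32 ARE-luciferase line are plated in OPTI-MEM containing 5% FBS and left overnight at 37 deg C. Compounds are pinned in, incubation continues 24 hr, and firefly luciferase signal is then measured.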
CCT modulator: High-Throughput Screening for Modulators of Cytosolic Chaperonin Activity. purified chaperonin ATPase assay, HTRF ADP detection, 30 min. activity change, % (concentration not given with the values), hits read low. 0.3% of 360,000 active. AID 651819, 2012; in the data active = activity change below about -30%; note: % is set by controls: 0 for no effect and ±100 for the full control effect
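Enzyme 40 or 20 nM (batch-dependent) in Tris pH 7.4/KCl/MgCl2/DTT; cpd 76 uM single point; ATP 10 uM; 30 min 37 °C; Transcreener ADP HTRF detection, 30 min RT; ratio 665/615.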
Numbers without * were called inactive; & = joins results of further samples; [ ] = dose if it differs, or a comment. Unless noted, calls come from the whole dose curve; as a rule, active = well fitted curve in the direction sought with a large enough effect; inconclusive = small, poorly fitted or top-dose-only effect, or another doubt; inactive = no such curve, though single readings can be large; an effect the other way counts as inactive or inconclusive. The list is partial (hit frequency here may not be typical).

`CN(C(=O)CSc1ncnc2scc(-c3ccccc3)c12)C1CCS(=O)(=O)C1` (stereo not drawn) gave Mm-Cpn inhibitor -5.3%, TGFb SMAD3 inh -19.4%, A549 tox 4.1%, Nrf2 block 7.3%, Akt phos inh inactive, EPAC2 antag -2.0%, EPAC2 ag -0.2%, Nrf2 activator 2.7% and CCT modulator -1.1.
For Cc1cccc(/C(N)=N/OC(=O)COc2ccc(Cl)cc2)c1 the results were Mm-Cpn inhibitor -4.7%, TGFb SMAD3 inh 0.3%, A549 tox 29.8%, Nrf2 block 11.6%, Akt phos inh inactive, EPAC2 antag -9.0%[57.1 µM], EPAC2 ag 9.1%, Nrf2 activator 2.1% and CCT modulator 0.9.
Screening COc1ccc(CCN2CCCn3c2nc2c3c(=O)n(CC(C)C)c(=O)n2C)cc1OC returned Mm-Cpn inhibitor -0.2%, TGFb SMAD3 inh -30.1%, A549 tox 0.6%, Nrf2 block inconclusive, Akt phos inh inactive, EPAC2 antag 8.6%, EPAC2 ag 4.6%, Nrf2 activator 1.3% and CCT modulator 1.5.
NC(=O)c1ccc(NC(=O)COC(=O)C2CC(=O)N(Cc3ccccc3)C2)cc1 (stereo not drawn) was read as Mm-Cpn inhibitor 0.7%, TGFb SMAD3 inh 1.2%, A549 tox -1.9%, Nrf2 block 6.4%, Akt phos inh inactive, EPAC2 antag 7.7%, EPAC2 ag -3.1%, Nrf2 activator 0.6% and CCT modulator 0.9.
Screening Cc1cccc2sc(NC(=O)CSCc3ccccc3)nc12 returned Mm-Cpn inhibitor 0.5%, TGFb SMAD3 inh -0.5%, A549 tox -0.8%, Nrf2 block 10.5%, Akt phos inh inactive, EPAC2 antag 7.2%, EPAC2 ag 11.1%, Nrf2 activator 9.8% and CCT modulator -5.0.
Cc1nn(C)c(C)c1C1Nc2ccccc2C(=O)N1O (stereo not drawn) was read as Mm-Cpn inhibitor 0.9%, TGFb SMAD3 inh 26.9%, A549 tox 0.4%, Nrf2 block -18.4%, Akt phos inh inactive, EPAC2 antag 4.6%, EPAC2 ag 5.1%, Nrf2 activator -0.6% and CCT modulator 1.8.
`O=C(CSC1=Nc2ccccc2C2CC=NN12)NCc1ccco1` (stereo not drawn) gave Mm-Cpn inhibitor -1.5%, TGFb SMAD3 inh -14.2%, A549 tox -20.5%, Nrf2 block inconclusive, Akt phos inh inactive, EPAC2 antag 0.2%, EPAC2 ag 1.5%, Nrf2 activator 0.631µM* and CCT modulator -1.4.
`CN(Cc1cccc(F)c1)C(=O)C1CC(=O)N(c2ccc3c(c2)OCCO3)C1` (stereo not drawn) gave Mm-Cpn inhibitor -3.5%, TGFb SMAD3 inh -9.3%, A549 tox -6.0%, Nrf2 block -0.5%, Akt phos inh inactive, EPAC2 antag inconclusive, EPAC2 ag 1.5%, Nrf2 activator 2.2% and CCT modulator -1.0.
Screening COc1cccc(-c2cc(C(=O)Nc3ccc4c(c3)OCO4)no2)c1 returned Mm-Cpn inhibitor -2.6%, TGFb SMAD3 inh 5.2%&-4.0%, A549 tox -2.7%&1.1%, Nrf2 block -29.0%&-2.8%, Akt phos inh inactive, EPAC2 antag 11.1%, EPAC2 ag 15.3%, Nrf2 activator -0.4%&0.8% and CCT modulator -7.6.
For CCc1ccc(NC(=O)C(C)OC(=O)Cn2[nH]c(=O)c3ccccc3c2=O)cc1 (stereo not drawn) the results were TGFb SMAD3 inh 0.4%, Akt phos inh inactive, EPAC2 antag 2.8%, EPAC2 ag 7.1%, Nrf2 activator 1.7% and CCT modulator -0.3.
Screening Cc1nc2ccccc2nc1OCC(=O)NCC(F)(F)F returned Mm-Cpn inhibitor 0.5%, TGFb SMAD3 inh -1.1%, A549 tox -4.2%, Nrf2 block 9.9%, Akt phos inh inactive, EPAC2 antag 12.6%, EPAC2 ag -7.7%, Nrf2 activator -0.7%[9.22 µM] and CCT modulator -1.1.
For COc1ccccc1CNC(=O)c1cc(S(=O)(=O)N2CCOCC2)cn1C the results were Mm-Cpn inhibitor 2.3%, TGFb SMAD3 inh -19.6%, A549 tox 1.1%, Nrf2 block -1.0%, Akt phos inh inactive, EPAC2 antag 9.3%, EPAC2 ag 16.4%, Nrf2 activator -0.9% and CCT modulator -1.2.
For COc1ccc(OC)c(C2/C(=C(/O)c3ccc(C)cc3)C(=O)C(=O)N2Cc2ccco2)c1 (stereo not drawn) the results were Mm-Cpn inhibitor -0.4%, TGFb SMAD3 inh -12.6%, A549 tox -2.9%, Nrf2 block 5.7%, Akt phos inh inactive, EPAC2 antag -0.3%, EPAC2 ag -8.4%, Nrf2 activator 0.3% and CCT modulator 1.9.
For Cc1cccn2c(=O)c(/C=C(\C#N)C(=O)NCc3ccco3)c(N3CCCCCC3)nc12 the results were Mm-Cpn inhibitor -0.9%, TGFb SMAD3 inh inconclusive, A549 tox inconclusive, Nrf2 block inconclusive, Akt phos inh inactive, EPAC2 antag -3.2%, EPAC2 ag 11.7%, Nrf2 activator 7.0% and CCT modulator -0.7.
`COC(=O)C1=C[C@@H](C(=O)OC)[C@@H]2C3=C(C(=O)C2(C)C)[C@H](c2ccccc2)[C@@H]2C(=O)N(C)C(=O)[C@@H]2[C@@H]3C1` gave TGFb SMAD3 inh -1.3%&0.7%, A549 tox -4.3%&-18.5%, Nrf2 block 3.1%&-1.4%, Akt phos inh inactive, EPAC2 antag -6.8%, EPAC2 ag 4.0%, Nrf2 activator -0.2% and CCT modulator -0.6.
COc1ccc(C(NC(=O)C2CCN(CCOc3ccc(F)cc3)CC2)c2cccs2)cc1 (stereo not drawn) was read as TGFb SMAD3 inh -1.3%, Akt phos inh inactive, EPAC2 antag -17.1%, EPAC2 ag 1.1%, Nrf2 activator -0.4%[9.22 µM] and CCT modulator -1.5.
`CCOc1ccc(NC(=O)CN(C)C(=O)C2CCCC2)cc1OCC` gave Mm-Cpn inhibitor 1.8%, TGFb SMAD3 inh -16.9%, A549 tox -5.6%, Nrf2 block -20.3%, Akt phos inh inactive, EPAC2 antag -18.3%, EPAC2 ag 10.1%, Nrf2 activator 0.5% and CCT modulator -1.5.
`CCCCc1cc(=O)oc2c(C)c(OCC(=O)NCC3CCC(C(=O)O)CC3)ccc12` (stereo not drawn) gave Mm-Cpn inhibitor -1.5%, TGFb SMAD3 inh -0.4%, A549 tox 1.8%, Nrf2 block -17.9%, Akt phos inh inactive, EPAC2 antag -21.6%, EPAC2 ag -5.5%, Nrf2 activator 3.2% and CCT modulator 0.1.
Screening CN1CCN(/N=C/c2nc(-c3ccc(Cl)cc3)n3ccccc23)CC1 returned Mm-Cpn inhibitor -7.9%, TGFb SMAD3 inh -3.7%, A549 tox 0.8%, Nrf2 block 5.3%, Akt phos inh inactive, EPAC2 antag 0.3%, EPAC2 ag -4.1%, Nrf2 activator 5.2% and CCT modulator -3.5.
CC1CCCN(C(=O)C(Cc2ccccc2)n2cccc2)C1 (stereo not drawn) was read as Mm-Cpn inhibitor -0.1%, TGFb SMAD3 inh -9.0%, A549 tox -12.3%, Nrf2 block inconclusive, Akt phos inh inactive, EPAC2 antag -14.2%, EPAC2 ag 6.4%, Nrf2 activator -0.3% and CCT modulator -0.4.
Screening CCN(CC)S(=O)(=O)c1cc(NS(=O)(=O)c2ccccc2)ccc1C returned Mm-Cpn inhibitor -0.2%, TGFb SMAD3 inh -9.9%, A549 tox 2.2%, Nrf2 block -23.3%, Akt phos inh inactive, EPAC2 antag -16.4%, EPAC2 ag 7.9%, Nrf2 activator -0.1% and CCT modulator -2.1.
For COc1ccccc1-n1cnnc1SCC(=O)NCC1CCCO1 (stereo not drawn) the results were Mm-Cpn inhibitor 1.5%, TGFb SMAD3 inh 12.8%, A549 tox -0.9%, Nrf2 block 18.6%, Akt phos inh inactive, EPAC2 antag -2.4%, EPAC2 ag 8.2%, Nrf2 activator 0.2% and CCT modulator -6.0.
`CC(C)c1ccccc1NC(=O)CC1(CC(=O)O)CCCC1` gave Mm-Cpn inhibitor 0.3%, TGFb SMAD3 inh -0.3%, A549 tox -1.1%, Nrf2 block -16.2%, Akt phos inh inactive, EPAC2 antag 2.3%, EPAC2 ag 7.4%, Nrf2 activator -0.3% and CCT modulator 0.2.
`COc1ccc(NC(=O)C2CCN(S(=O)(=O)c3c(C)nn(C)c3C)CC2)cc1` gave Mm-Cpn inhibitor 2.6%, TGFb SMAD3 inh 14.6%, A549 tox 1.1%, Nrf2 block -9.3%, Akt phos inh inactive, EPAC2 antag 1.0%, EPAC2 ag -4.5%, Nrf2 activator -0.2% and CCT modulator 1.4.
Cc1ccc(C)c(CN2C(=O)C3(c4ccccc42)N(c2cccc(C(F)(F)F)c2)C(=O)CS3(=O)=O)c1 (stereo not drawn) was read as TGFb SMAD3 inh 0.0%, A549 tox 15.1%, Nrf2 block -14.8% and Nrf2 activator -0.4%.
c1ccc(-c2nc3nonc3c3nc4ccccc4n23)cc1 was read as Mm-Cpn inhibitor -8.5%, TGFb SMAD3 inh -1.4%, A549 tox -1.1%, Nrf2 block inconclusive, Akt phos inh inactive, EPAC2 antag 12.2%, EPAC2 ag 4.8%, Nrf2 activator 0.4% and CCT modulator 3.2.

Bioassay records deposited in PubChem BioAssay by National Center for Advancing Translational Sciences (NCATS).
